Compound activity deposited in PubChem BioAssay by NCI.
NCI-60 one-dose screen, 48 h, at 10 µM unless noted. Numbers give growth in % (100 = growth as untreated, 0 = no growth, -100 = all killed).
COLO 205: COLO 205 colon cancer; hit rate 7.3% among 79,000; AID 1794742
SW-620: SW-620 colon cancer. hit rate 5.2% among 82,000
NCI-H23: NCI-H23 lung cancer | hit rate 4% among 80,000 | AID 1794731
NCI-H226: NCI-H226 lung cancer; hit rate 3.5% among 79,000
NCI-H522: NCI-H522 lung cancer; hit rate 8% among 78,000; AID 1794739
NCI-H322M: NCI-H322M lung cancer; hit rate 2.7% among 80,000; AID 1794733
NCI-H460: NCI-H460 lung cancer. hit rate 6.8% among 82,000. AID 1794736
HT29: HT29 colon cancer. hit rate 7.4% among 81,000. AID 1794748
HCT-15: HCT-15 colon cancer | hit rate 5.2% among 82,000 | AID 1794746
* hit, by the source's call; . = no result given; & = joins results of further samples. Rule for the calls: active = growth percent below 10; inactive = the rest. Compounds were not picked by outcome (roughly 12% active in at least one column).

| No. | mol | COLO 205 | SW-620 | NCI-H23 | NCI-H226 | NCI-H522 |
| --- | --- | --- | --- | --- | --- | --- |
| 1 | c1ccc(/C(=N\Nc2ccc3ccccc3n2)c2ccccn2)cc1 | 26 | 23 | 21 | 3.5* | -2.1* |
| 2 | Oc1c(-c2nnc(-c3ccc(Cl)cc3)o2)sc2nnc(-c3ccccc3)c(-c3ccccc3)c12 | 107 | 84 | 94 | 87 | 110 |
| 3 | N#Cc1c(NC(=O)c2cccc(C(F)(F)F)c2)sc2c1CCC(=O)C2 | . | -66* | 0.8* | 14 | -15* |
| 4 | COc1ccc2c(c1)C(C)Cc1c(Cl)nc(C)nc1N2C (stereo unspecified) | -21* | 25 | 26 | 39 | -17* |
| 5 | N#C/C(=C/c1cc([N+](=O)[O-])cc([N+](=O)[O-])c1O)C(N)=O | 110 | 108 | 104 | 100 | 81 |
| 6 | CCOC=Nc1c(C(=O)Nc2cccc(Cl)c2)oc2ncccc12 | 97 | 100 | 94 | 89 | 84 |
| 7 | Nc1nnc(CCSc2ccccc2)s1 | 105 | 97 | 92 | 90 | 92 |
| 8 | COc1cccc(/C=C2/CCCC/C(=C\c3cccc(OC)c3OC)C2=O)c1OC | 112 | 99 | 99 | 95 | 94 |
| 9 | S=C1Nc2ccccc2CS1 | 108&103 | 109&100 | 105&91 | 112 | 78&98 |
| 10 | Cc1ccc(S(=O)(=O)NC(=O)n2ccc3c(Cl)ccnc32)cc1 | 121 | 106 | 101 | 100 | 77 |
| 11 | COc1ccc(NCc2nnc(-c3ccc(Cl)cc3)o2)cc1 | 89 | 94 | 78 | 83 | 50 |
| 12 | COc1ccc(/C=C2\C(=O)N=C3N2N=Cc2ccccc2N3c2ccccc2)cc1 | 108 | 100 | 96 | 95 | 98 |
| 13 | COc1ccc(/C(C)=C(\c2ccc(OCCCN(C)C)cc2)c2ccc(OC(=O)C3CCCCC3)cc2)cc1 | 106 | 93 | 86 | 97 | 82 |
| 14 | COc1cc(Cn2c(SCC(=O)Nc3cc(OC)c(OC)c(OC)c3)nc3ccccc3c2=O)cc(OC)c1OC | 109 | 92 | 77 | 58 | 34 |
| 15 | O=C(OC(c1ccccc1)c1ccccc1)c1ccc([N+](=O)[O-])cc1 | 109 | 97 | . | 94 | 87 |

| No. | NCI-H322M | NCI-H460 | HT29 | HCT-15 |
| --- | --- | --- | --- | --- |
| 1 | . | 5.5* | 26 | 26 |
| 2 | . | 63 | 105 | 52 |
| 3 | 66 | 3.5* | 2.2* | -39* |
| 4 | 59 | 12 | -13* | 18 |
| 5 | 99 | 107 | 99 | 107 |
| 6 | 90 | 99 | 109 | 104 |
| 7 | 90 | 101 | 97 | 102 |
| 8 | 101 | 100 | 97 | 95 |
| 9 | 100&112 | 109&105 | 95&107 | 100&111 |
| 10 | 93 | 121 | 100 | 103 |
| 11 | 96 | 83 | 80 | 83 |
| 12 | 97 | 108 | 103 | 106 |
| 13 | 87 | 98 | 47 | 78 |
| 14 | 82 | 58 | 100 | 90 |
| 15 | . | 104 | 97 | 93 |

| No. | mol | COLO 205 | SW-620 | NCI-H23 | NCI-H226 | NCI-H522 |
| --- | --- | --- | --- | --- | --- | --- |
| 16 | O=C(O)CCN(CCC(=O)O)S(=O)(=O)c1ccccc1 | 105 | 100 | 96 | 84 | 104 |
| 17 | O=[N+]([O-])c1nccn1CC(O)CCN1CCOCC1 (stereo unspecified) | 116 | 110 | 109 | 100 | 69 |
| 18 | COc1ccc(NC(=O)CSc2nc3ccccc3c(=O)n2CCc2ccc(S(N)(=O)=O)cc2)cc1 | 116 | 103 | 97 | 94 | 86 |
| 19 | O=C(O)CN1C(=O)/C(=C/c2ccc(Cl)cc2)SC1=S | 112 | 100 | 102 | . | 95 |
| 20 | CCOC(=O)c1ccc(NC(=O)Oc2cc(C)c(Cl)cc2C(C)C)cc1 | 116 | 118 | 95 | 91 | 86 |
| 21 | O=C(O)c1ccc(S(=O)(=O)c2ccccc2)s1 | 113&118 | 98&109 | 103&103 | 93&103 | 96 |
| 22 | COC(=O)C(C)CNCCc1ccccc1 (stereo unspecified) | 113 | 106 | 102 | 102 | 82 |
| 23 | COc1ccc(/C=C/C=C\C(=O)c2ccc(N3CCCC3)cc2)cc1 | 89 | 99 | 81 | 77 | 77 |
| 24 | O=[N+]([O-])c1ccc(O)c(CN(CCO)CCO)c1 | 108 | 104 | 107 | 94 | 93 |
| 25 | CCN1CCN(CC(=O)Nc2nc3ccc(NCc4ccc([N+](=O)[O-])cc4)cc3s2)CC1 | 90 | 95 | 90 | 90 | 96 |
| 26 | N#Cc1c(-c2ccc(Cl)cc2)c(C#N)c(=O)n(-c2nc3ccccc3s2)c1N | 81 | 80 | 82 | 61 | 68 |
| 27 | CC(=O)Cc1nsc(NC(=O)c2ccoc2COc2ccccc2)n1 | 121 | 105 | 95 | 105 | 94 |
| 28 | O=C(c1ccccc1)c1ccccc1-c1ccccc1 | 23 | 16 | 46 | 72 | . |
| 29 | CC(=O)c1c(/C=C/c2cccc(C)c2)c2ccccc2[nH]c1=O | 105 | 95 | 95 | 82 | 83 |
| 30 | Clc1ccc(C2=NN[C@H](c3cn(-c4ccccc4)nc3-c3ccccc3)C2)cc1 | 70 | 49 | 52 | 55 | 76 |

| No. | NCI-H322M | NCI-H460 | HT29 | HCT-15 |
| --- | --- | --- | --- | --- |
| 16 | 94 | 97 | 102 | 107 |
| 17 | 89 | 105 | 93 | . |
| 18 | 90 | 103 | 106 | 95 |
| 19 | 101 | 101 | 104 | 100 |
| 20 | 120 | 106 | 105 | 100 |
| 21 | 110&113 | 105&111 | 97&109 | 107&101 |
| 22 | 98 | 107 | 91 | 106 |
| 23 | 89 | 88 | 70 | 85 |
| 24 | 97 | 105 | 107 | 101 |
| 25 | 101 | 102 | 76 | 72 |
| 26 | 88 | 79 | 103 | 89 |
| 27 | 94 | 107 | 107 | 105 |
| 28 | 66 | 15 | -26* | 18 |
| 29 | 97 | 102 | 111 | 77 |
| 30 | 73 | 45 | 69 | 71 |

The closing 2 entries of the part above open the next one:
| No. | mol | COLO 205 | SW-620 | NCI-H23 | NCI-H226 | NCI-H522 |
| --- | --- | --- | --- | --- | --- | --- |
| 29 | CC(=O)c1c(/C=C/c2cccc(C)c2)c2ccccc2[nH]c1=O | 105 | 95 | 95 | 82 | 83 |
| 30 | Clc1ccc(C2=NN[C@H](c3cn(-c4ccccc4)nc3-c3ccccc3)C2)cc1 | 70 | 49 | 52 | 55 | 76 |
| 31 | COc1ccc(/C=N/NC(=O)c2ccccn2)c(OC)c1OC | 115 | 99 | 102 | 99 | 97 |
| 32 | CN(NC(=O)c1ccccc1)C(=O)c1ccccc1 | 115 | 101 | 109 | . | 103 |
| 33 | CCOC(=O)C1=NN(c2ccccc2)C(=O)/C1=C\N1C(=S)NC(=O)/C1=C\c1cccc([N+](=O)[O-])c1 | 113 | 105 | 100 | 108 | 76 |
| 34 | CCCCCOC(=O)Nc1nc(=O)n([C@@H]2O[C@H](CO)[C@@H](O)C2(F)F)cc1F | 101 | 102 | 97 | 104 | 78 |
| 35 | CCOC(=O)/C=C1/S/C(=N/NC(=O)COc2cc(=O)n(C)c3ccccc23)N(c2ccccc2)C1=O | 104 | 98 | 95 | 102 | 93 |
| 36 | CC1(C)Oc2cc3oc(=O)ccc3cc2C[C@@H]1OCCNc1nnc(-c2ccccc2)s1 | 101 | 98 | 95 | 96 | 80 |
| 37 | O=C(CSc1nc2ccccc2[nH]1)c1cc2cc(Br)ccc2o1 | 117 | 99 | 95 | 104 | 93 |
| 38 | CCCn1cnc2c(SCc3ccccn3)nc(N)nc21 | 95 | 99 | 108 | 102 | 96 |
| 39 | COC(=O)/C=C1\S/C(=N\Nc2ccc([N+](=O)[O-])cc2[N+](=O)[O-])N(c2ccccc2)C1=O | 111 | 97 | 98 | 105 | 87 |
| 40 | CC[C@H](C)[C@@H]1NC(=O)[C@H](C)NC(=O)[C@@H](Cc2ccc(O)cc2)NC(=O)CSC[C@@H](C(N)=O)NC(=O)[C@H](CC(C)C)NC(=O)[C@H](CC(C)C)NC(=O)[C@H]([C@@H](C)O)NC(=O)[C@H]([C@@H](C)O)NC(=O)[C@H](CCCCN)NC(=O)CNC(=O)[C@H](CCCN=C(N)N)NC(=O)[C@H](Cc2ccc(O)cc2)NC(=O)[C@H](CO)NC1=O | 119 | 105 | 107 | 117 | 100 |
| 41 | C[C@]12CCC(=O)C=C1CCC1C2C(=O)C[C@@]2(C)C1CC[C@]2(O)C(=O)CO (stereo partly specified) | 116 | 98 | 97 | 105 | . |
| 42 | COc1ccc(-c2nn(-c3cccc(Cl)c3)cc2C=C2C(=N)NC(=O)NC2=N)cc1 | 105 | 100 | 96 | 88 | . |
| 43 | O=C(C[n+]1ccnc2ccccc21)c1ccc2ccccc2c1 | 98 | 103 | 98 | 90 | 103 |
| 44 | CC(=O)N(C(C)=O)c1ncn(C)c1S(=O)(=O)Nc1ccccc1 | 119 | 106 | 99 | 96 | 111 |
| 45 | N#Cc1c(-c2ccccc2)nc(NCCO)[nH]c1=O | 99 | 105 | 88 | 100 | 93 |

| No. | NCI-H322M | NCI-H460 | HT29 | HCT-15 |
| --- | --- | --- | --- | --- |
| 29 | 97 | 102 | 111 | 77 |
| 30 | 73 | 45 | 69 | 71 |
| 31 | 100 | 103 | 107 | 105 |
| 32 | 102 | 103 | 107 | 101 |
| 33 | 104 | 106 | 110 | 107 |
| 34 | 108 | 112 | 92 | 78 |
| 35 | 98 | 107 | 108 | 101 |
| 36 | 83 | 99 | 84 | 91 |
| 37 | 96 | 103 | 109 | 108 |
| 38 | 79 | 108 | 98 | 91 |
| 39 | 103 | 104 | 104 | 96 |
| 40 | 116 | 109 | 114 | 110 |
| 41 | . | 105 | 100 | 99 |
| 42 | 89 | 105 | . | 114 |
| 43 | 96 | 109 | 107 | 109 |
| 44 | 111 | 101 | 106 | 106 |
| 45 | 101 | 110 | 97 | 102 |

| No. | mol | COLO 205 | SW-620 | NCI-H23 | NCI-H226 | NCI-H522 |
| --- | --- | --- | --- | --- | --- | --- |
| 46 | CCCCN(C(=O)CC)c1ccccc1 | 100 | 99 | 100 | 107 | 95 |
| 47 | CCOC(=O)c1cccc(NC(=S)Nc2ccc(S(=O)(=O)Nc3ccc(Cl)nn3)cc2)c1 | . | 103 | 98 | . | 94 |
| 48 | O=C(O)CCC(NC(=O)OCc1ccccc1)C(=O)NC(Cc1ccccc1)C(=O)O (stereo unspecified) | . | 100 | 92 | 91 | 90 |
| 49 | CCC(C)(CC(=O)O)CC(=O)O | 116 | 105 | 114 | 97 | . |
| 50 | C=CCNC(=S)N/N=C/C=C/C | 113 | 111 | 103 | 109 | 73 |
| 51 | CCNCCNc1cc(-c2ccc(S(C)=O)cc2)c(C#N)c2nc3ccccc3n12 (stereo unspecified) | . | 91 | 92 | 99 | 79 |
| 52 | CN1CCC(=C(c2ccc(Cl)cc2)c2ccccn2)CC1 | 111 | 101 | 80 | 92 | 85 |

| No. | NCI-H322M | NCI-H460 | HT29 | HCT-15 |
| --- | --- | --- | --- | --- |
| 46 | 98 | 103 | 100 | 108 |
| 47 | 96 | 103 | 103 | 97 |
| 48 | 96 | 101 | 98 | 99 |
| 49 | 89 | 110 | 107 | 97 |
| 50 | 97 | 112 | 84 | 102 |
| 51 | 103 | 104 | 98 | 103 |
| 52 | 87 | 93 | 99 | 89 |

Compounds shown so far that contain a nitro group on carbon, in the order listed:
| No. | mol | COLO 205 | SW-620 | NCI-H23 | NCI-H226 | NCI-H522 |
| --- | --- | --- | --- | --- | --- | --- |
| 5 | N#C/C(=C/c1cc([N+](=O)[O-])cc([N+](=O)[O-])c1O)C(N)=O | 110 | 108 | 104 | 100 | 81 |
| 15 | O=C(OC(c1ccccc1)c1ccccc1)c1ccc([N+](=O)[O-])cc1 | 109 | 97 | . | 94 | 87 |
| 17 | O=[N+]([O-])c1nccn1CC(O)CCN1CCOCC1 (stereo unspecified) | 116 | 110 | 109 | 100 | 69 |
| 24 | O=[N+]([O-])c1ccc(O)c(CN(CCO)CCO)c1 | 108 | 104 | 107 | 94 | 93 |
| 25 | CCN1CCN(CC(=O)Nc2nc3ccc(NCc4ccc([N+](=O)[O-])cc4)cc3s2)CC1 | 90 | 95 | 90 | 90 | 96 |
| 33 | CCOC(=O)C1=NN(c2ccccc2)C(=O)/C1=C\N1C(=S)NC(=O)/C1=C\c1cccc([N+](=O)[O-])c1 | 113 | 105 | 100 | 108 | 76 |
| 39 | COC(=O)/C=C1\S/C(=N\Nc2ccc([N+](=O)[O-])cc2[N+](=O)[O-])N(c2ccccc2)C1=O | 111 | 97 | 98 | 105 | 87 |

| No. | NCI-H322M | NCI-H460 | HT29 | HCT-15 |
| --- | --- | --- | --- | --- |
| 5 | 99 | 107 | 99 | 107 |
| 15 | . | 104 | 97 | 93 |
| 17 | 89 | 105 | 93 | . |
| 24 | 97 | 105 | 107 | 101 |
| 25 | 101 | 102 | 76 | 72 |
| 33 | 104 | 106 | 110 | 107 |
| 39 | 103 | 104 | 104 | 96 |
